LYPLA2 inh: LYPLA2 (human) inhibition in PME1 counter-screen | recombinant LYPLA2, FP-Rh probe fluorescence polarization | inhibition, % at 5.9 µM | 0.38% of 320,000 active;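 active = inhibition above the screen-wide mean plus 3 SD, limit set per campaign, cut at about 26% in these data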;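 also: 0% = LYPLA2 with DMSO and 100% = wells lacking LYPLA2 enzyme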
PAFAH1B2 FP inh: inhibitors of human PAFAH1B2 | AID 492953 | recombinant PAFAH1B2, FP-rhodamine activity probe, fluorescence polarization | inhibition, % at 3.39 µM | P68402 | 1.2% of 340,000 active;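 active = inhibition above the mean of all tested compounds plus 3 SD, cut at about 24% in these data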;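 also: 0% = enzyme with DMSO and 100% = wells lacking PAFAH1B2; many of its hits are not listed in these tables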
EBNA-1 inhibitor: blocks EBNA-1 binding to DNA; EBNA-1 DNA binding, fluorescence polarization; inhibition, % at 14.8 µM; 0.34% of 300,000 active; in the data active = inhibition above about 28%
pPAFAH inh: pPAFAH (human) enzyme inhibition | AID 463082 | inhibition, % at 3.39 µM | 1.5% of 330,000 active | Q13093 | recombinant pPAFAH, FP-rhodamine probe fluorescence polarization;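 active = inhibition above the mean inhibition across the screen plus 3 SD, cut at about 25% in these data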;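 also: inhibitors block binding of the rhodamine activity-based probe so polarization drops; 0% = enzyme with DMSO and 100% = wells lacking pPAFAH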
Target sequence (Q13093 whole entry, looked up): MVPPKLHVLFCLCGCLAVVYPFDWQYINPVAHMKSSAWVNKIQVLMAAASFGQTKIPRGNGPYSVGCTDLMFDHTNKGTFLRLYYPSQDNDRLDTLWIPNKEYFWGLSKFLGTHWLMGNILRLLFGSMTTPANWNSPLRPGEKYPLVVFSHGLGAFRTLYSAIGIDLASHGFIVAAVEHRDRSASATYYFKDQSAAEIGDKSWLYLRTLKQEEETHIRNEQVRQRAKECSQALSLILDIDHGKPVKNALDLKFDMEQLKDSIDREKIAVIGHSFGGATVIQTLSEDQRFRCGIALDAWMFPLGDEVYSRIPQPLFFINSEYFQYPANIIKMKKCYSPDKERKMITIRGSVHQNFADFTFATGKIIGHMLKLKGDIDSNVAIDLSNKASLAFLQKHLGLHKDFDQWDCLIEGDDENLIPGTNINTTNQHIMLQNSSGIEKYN
PAFAH2 inh: PAFAH2 (human) inhibition | AID 492956 | recombinant PAFAH2, FP-rhodamine activity probe, fluorescence polarization | 0.99% of 340,000 active | inhibition, % at 3.39 µM;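 active = inhibition above the mean over all tested compounds plus 3 SD, cut at about 30% in these data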;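 also: inhibitors block probe labeling of enzyme so polarization drops; 0% = enzyme with DMSO and 100% = wells lacking PAFAH2 protein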
PREPL inhibitor: human PREPL enzyme inhibition; Q4J6C6; recombinant PREPL, fluorescence polarization activity-based probe; inhibition, % at 5.96 µM; 0.68% of 320,000 active; in the data active = inhibition above about 43%;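 also: 0% = enzyme with DMSO and 100% = wells lacking enzyme; many of its hits are not listed in these tables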
PAFAH1B3 FP inh: inhibitors of human PAFAH1B3; Q15102; recombinant PAFAH1B3, FP-rhodamine probe, fluorescence polarization; inhibition, % at 3.39 µM; 0.28% of 340,000 active;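 active = inhibition above the screen-wide average of all tested compounds plus 3 SD, cut at about 25% in these data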;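 also: 0% = enzyme with DMSO only and 100% = wells lacking PAFAH1B3 protein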
Target sequence (Q15102 whole entry, looked up): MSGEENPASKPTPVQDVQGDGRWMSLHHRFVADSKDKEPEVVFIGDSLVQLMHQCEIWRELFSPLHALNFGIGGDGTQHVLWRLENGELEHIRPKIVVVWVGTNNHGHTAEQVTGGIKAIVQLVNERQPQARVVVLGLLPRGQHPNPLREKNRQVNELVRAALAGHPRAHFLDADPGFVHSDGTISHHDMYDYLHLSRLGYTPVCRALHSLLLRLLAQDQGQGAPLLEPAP
ZTA counter: counter-screen for EBNA-1 inhibitors: inhibitors of Epstein-Barr virus ZTA; ZTA-DNA binding, fluorescence polarization; 0.15% of 320,000 active; P03206; AID 2234; inhibition, % at 11 µM; in the data active = inhibition above about 33%
LYPLA1 inh: blocks human lysophospholipase 1, a PME1 counter-screen. O75608. recombinant LYPLA1, FP-Rh probe fluorescence polarization. inhibition, % at 5.9 µM. 0.16% of 320,000 active. AID 2174;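 active = inhibition above the mean of all tested compounds plus 3 SD, set per campaign, cut at about 14% in these data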;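 also: inhibitors block serine hydrolase probe labeling of LYPLA1 so polarization falls; 0% = enzyme with DMSO and 100% = wells lacking LYPLA1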
Target sequence (O75608 whole entry, looked up): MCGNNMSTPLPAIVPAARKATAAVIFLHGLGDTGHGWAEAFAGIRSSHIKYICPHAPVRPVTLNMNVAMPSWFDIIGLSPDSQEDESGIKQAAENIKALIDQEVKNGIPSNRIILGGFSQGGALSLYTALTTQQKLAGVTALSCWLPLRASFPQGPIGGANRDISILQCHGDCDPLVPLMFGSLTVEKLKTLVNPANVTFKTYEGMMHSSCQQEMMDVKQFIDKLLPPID
* = called active by the depositor; . = not tested or not shown.

mol	LYPLA1 inh	ZTA counter	PREPL inhibitor	EBNA-1 inhibitor	PAFAH2 inh	pPAFAH inh	LYPLA2 inh	PAFAH1B3 FP inh	PAFAH1B2 FP inh
COc1ccccc1N1CCN(c2ccc([N+](=O)[O-])nc2)CC1	1.6	-7.9	16.0	-3.4	2.3	6.5	2.2	11.9	7.8
CCSc1ccc2c(c1)N(CCCN1CCN(C)CC1)c1ccccc1S2	-1.1	1.6	35.0	-2.2	21.4	37.0*	-2.6	14.7	-0.1
COc1ccc(CCNC(=O)CNS(=O)(=O)c2ccc(Br)s2)cc1OC	0.9	-0.9	-2.9	3.9	7.6	3.3	-0.1	7.4	4.5
CC(=O)Nc1ccc(NS(=O)(=O)c2ccc(OC(C)C(=O)N3CCOCC3)cc2)cc1 (centres undefined)	-2.5	4.1	-7.7	-10.4	2.3	-0.9	-9.0	8.9	-0.6
O=C(NCC(=O)N(c1ccccc1)C(C(=O)NC1CCCC1)c1cccnc1)c1cccs1 (centres undefined)	-2.5	-2.2	7.6	-2.5	-0.9	4.4	-5.7	-0.5	-0.5
CCn1c(SCC(=O)Nc2cc(S(=O)(=O)N3CCOCC3)ccc2OC)nnc1-c1ccncc1	0.5	0.3	6.4	-11.4	3.1	2.8	-3.4	5.2	1.0
COc1ccc(NC(=O)C(OC(=O)c2cnc(C)cn2)c2ccccc2)cc1Cl (centres undefined)	-4.8	-4.2	7.8	-6.4	2.0	-16.6	-2.3	17.4	7.2
O=C(Cn1nnc(-c2ccccc2)n1)NCC(=O)Nc1ccc(F)c(F)c1F	.	.	12.9	.	-5.1	-3.8	.	6.4	-1.7
Cc1ccc2occ(/C=N/NC(=O)[C@@H](N)Cc3ccccc3)c(=O)c2c1	-1.5	7.3	-3.6	5.5	2.7	3.7	-0.3	0.3	3.9
O=C(Nc1cccnc1)c1cc2cc(Br)ccc2o1	-8.9	1.8	-12.5	0.5	-4.8	-1.7	-6.2	5.4	5.5
O=C(CCn1nc(-c2ccc(Cl)cc2)c2ccccc2c1=O)NN1CCOCC1	4.0	2.6	1.6	-5.6	.	1.3	3.8	.	.
CN1CCC(N(C)C(=O)c2cc(-c3ccc(F)cc3)nc3ccccc23)CC1	.	.	0.3	.	-3.0	7.2	.	10.5	-2.0
Cc1ccc(S(=O)(=O)Nc2ccc(OCC(=O)N3CCOCC3)cc2)c(C)c1NS(C)(=O)=O	-0.4	7.7	12.7	-5.6	-3.9	-0.6	-8.6	2.7	-1.8
N#CC1=C(N)OC2=C(C(=O)CCC2)C1c1ccccc1 (centres undefined)	2.7	-8.5	-6.2	-0.5	-5.9	4.0	-2.8	-1.5	-0.4
N#CCSc1nc2ccccc2c(=O)n1CCCC(=O)NCc1ccco1	1.8	11.6	11.9	0.4	5.6	-0.9	3.0	10.0	1.3
CCC(CC)C(=O)Nc1cccc(/C(C)=N\NC(=O)c2ccc(C)s2)c1	0.7	10.1	-1.8	8.4	5.8	3.1	-2.0	8.6	-3.7
Cc1cc(C)n(Cc2ccc(C(=O)N/N=C/c3ccc(-c4ccc([N+](=O)[O-])cc4)o3)o2)n1	4.5	2.9	17.0	3.5	37.7*	52.1*	27.7*	4.9	-2.1
Cc1[nH]c2c(Cl)cccc2c1CCNC(=O)C1CCCCC1C(=O)OCC(F)(F)F (centres undefined)	-4.6	-1.6	5.0	7.7	0.6	0.1	-3.1	11.1	6.4
CCOC(=O)C(CCCOc1ccc(C(C)CC)cc1)C(=O)OCC (centres undefined)	-2.0	-2.8	0.6	-1.1	8.6	-2.2	-3.2	6.3	-0.5
CCOc1cc(/C=C2\SC(N)=NC2=O)ccc1O	-4.0	-9.2	1.0	-8.4	-5.8	-3.0	-12.9	7.4	3.1
Cc1[nH]c2ccccc2c1C(=O)C(=O)N(C)C1CCCCC1	0.8	-5.6	7.5	-14.4	0.4	-1.3	5.4	7.1	9.1
CCCC1Oc2ccccc2C(=O)N(CC(=O)c2ccc3c(c2)OCCO3)C1=O (centres undefined)	-7.0	-10.8	-3.4	2.6	-4.7	2.2	-13.4	-4.4	-2.4
CCc1noc(C)c1C(=O)OCC(=O)N(C)c1c(N)n(Cc2ccccc2)c(=O)[nH]c1=O	-6.0	6.4	-4.5	1.9	6.1	-0.5	-3.7	3.1	-2.5
COc1ccc(C2CC(=O)Oc3ccc(C(C)(C)C)cc32)cc1 (centres undefined)	-4.7	9.0	2.2	5.0	-0.6	10.9	-3.9	-2.4	-0.3
Cc1cc(C)nc(SCc2cc(=O)c(OC(=O)c3cccc([N+](=O)[O-])c3)co2)n1	6.0	8.8	4.0	-10.6	1.9	-0.5	8.3	3.0	-0.1
COc1ccc2c(Cl)c(C(=O)NN3CCN(C)CC3)sc2c1	-0.1	5.9	2.3	-5.7	0.9	6.7	4.2	-0.9	0.6
CCN(CC)CCN1C(=O)c2ccccc2NC1c1ccccc1F (centres undefined)	2.2	2.7	-19.9	2.1	2.9	-1.5	1.8	-4.1	-3.7
CCN(CC(=O)NC1CCS(=O)(=O)C1)S(=O)(=O)c1c(C)c(C)cc(C)c1C (centres undefined)	0.5	-10.5	-1.3	-1.0	0.1	0.3	-0.9	1.1	-3.4
CC1=C(C)C(=O)N(CCC(=O)O)C1=O	1.7	3.0	5.5	6.1	-3.4	3.8	5.4	2.1	1.2
CC1(C)Cc2c(C#N)c(SCc3ccccc3)nc(N3CCOCC3)c2CO1	2.6	-5.5	-2.0	-6.9	-4.1	6.2	1.4	-4.1	-3.3

Full records, looked up by structure. Order of screens: LYPLA1 inh | ZTA counter | PREPL inhibitor | EBNA-1 inhibitor | PAFAH2 inh | pPAFAH inh | LYPLA2 inh | PAFAH1B3 FP inh | PAFAH1B2 FP inh
CCC(CC)C(=O)Nc1cccc(/C(C)=N\NC(=O)c2ccc(C)s2)c1 as listed: 0.7 | 10.1 | -1.8 | 8.4 | 5.8 | 3.1 | -2.0 | 8.6 | -3.7
Cc1[nH]c2ccccc2c1C(=O)C(=O)N(C)C1CCCCC1 as listed: 0.8 | -5.6 | 7.5 | -14.4 | 0.4 | -1.3 | 5.4 | 7.1 | 9.1

The results go on.
mol	LYPLA1 inh	ZTA counter	PREPL inhibitor	EBNA-1 inhibitor	PAFAH2 inh	pPAFAH inh	LYPLA2 inh	PAFAH1B3 FP inh	PAFAH1B2 FP inh
O=C(Nc1ccccc1)Nc1ccccc1NS(=O)(=O)c1cccs1	1.2	-11.3	-1.7	8.1	3.8	8.4	-0.3	6.3	10.4
O=C(O)C1(O)C[C@H](O)C(O)[C@@H](O)C1 (some centres undefined)	1.6	15.8	-2.5	9.2	-4.5	2.5	4.6	16.6	0.4
Cc1cc2c(cc1C)C(c1cc(Br)ccc1F)CC(=O)N2 (centres undefined)	-1.1	-9.9	0.9	-0.1	-0.3	12.3	0.2	8.3	10.4
CC1C/C(=C/c2cccn2C)C(=O)/C(=C/c2cccn2C)C1 (centres undefined)	-9.6	2.8	-4.2	-2.3	-20.5	7.9	-16.4	-16.4	-9.1
COc1cc2cc(CCCOC(=O)c3ccc(Br)cc3)oc(=O)c2cc1OC	2.8	-4.8	-21.5	.	-0.8	1.2	11.3	-3.5	6.0
O=C1CCC(C(=O)OCC(=O)Nc2ccc(Cl)cc2C(F)(F)F)=NN1	.	.	7.7	.	7.5	-6.3	.	6.0	9.9
Cc1ccc(NC(=O)c2nc(C)n(-c3ccc([N+](=O)[O-])cc3)n2)cc1	4.0	12.9	14.2	4.5	0.7	3.3	10.1	16.3	6.2
O=C(N[C@H](C(=O)O)c1ccccc1)C1CCC(Cn2nnc3ccccc3c2=O)CC1 (some centres undefined)	-0.8	1.4	8.5	6.0	.	1.8	6.4	.	.
COc1cccc(N2CC(NC(=O)C(=O)c3c[nH]c4ccccc34)CC2=O)c1 (centres undefined)	-0.4	-3.5	-12.4	-2.4	-1.8	-2.2	0.8	2.8	3.6
COc1cccc(C2c3[nH]c4ccccc4c3C[C@H]3C(=O)N(C)CC(=O)N23)c1 (some centres undefined)	-5.1	0.7	-5.3	-6.4	-4.7	-6.7	-2.8	6.0	-1.0
COc1ccccc1/C=C/C(=O)NCC(=O)N/N=C/c1cc(Br)ccc1OC	-7.1	-22.7	17.0	-6.3	-3.9	9.8	-4.9	1.7	0.0
C#CCCCCCCCCC(=O)NCCCC	-1.2	5.5	-2.9	-1.5	-2.2	1.0	10.3	2.8	0.3
CC(=O)c1cccc(-c2csc(N3CCC(C(N)=O)CC3)n2)c1	.	.	8.2	.	8.9	-4.5	.	1.2	2.5
CN1CCN(CCOc2ccc(Cc3ccccc3)cc2)CC1	4.6	-0.3	-7.2	3.2	-2.2	2.7	10.6	3.9	8.4
CC(C)=CC1C(C(=O)Nc2ccc(Br)cn2)C1(C)C (centres undefined)	-5.6	-1.4	-11.6	4.5	5.9	-0.6	0.7	-7.1	0.3
Cc1c(NS(=O)(=O)c2cc(C(=O)NCC3CCCO3)cc(Cl)c2Cl)c(=O)n(-c2ccccc2)n1C (centres undefined)	-0.5	12.1	0.3	15.7	5.8	-0.6	0.6	6.0	-1.9
O=C(c1ccc2nc(-c3ccco3)c(-c3ccco3)nc2c1)N1CCN(c2ncccn2)CC1	0.7	9.2	60.7*	8.3	13.6	48.9*	12.7	20.9	2.2
Cc1ccccc1Cn1c2ccccc2c2cnn(CC(=O)NCc3ccccn3)c(=O)c21	1.4	14.7	-26.2	4.9	-0.8	2.3	0.6	7.5	4.8
Cc1ccc(-c2cc(-c3ccc(Cl)cc3)c(C#N)c(N)n2)o1	-2.0	15.0	35.7	8.1	-2.1	24.9*	1.6	0.8	7.9
COc1ccc(NC(=O)c2ccc(S(=O)(=O)N3CC(C)CC(C)C3)cc2)cc1S(N)(=O)=O (centres undefined)	-3.2	20.6	0.3	.	-6.3	0.0	-16.3	2.4	3.5
CCCCN1C(=O)CN(CCc2ccccc2)C(=O)C1c1ccc(OC)cc1 (centres undefined)	6.5	-21.4	-4.6	-4.5	-4.2	0.7	6.4	7.3	5.7
Cc1ccc(C(=O)Nc2ccc(C(=O)N/N=C/c3c[nH]c4ccccc34)cc2)cc1	-27.5	-3.8	21.8	-4.4	-5.5	5.8	-26.3	13.0	3.5

Some of the compounds tested (hit frequency here may not be typical).
